JMJD2A Tudor inh: qHTS Assay for Inhibitors of JMJD2A-Tudor Domain; Potency, µM (titrated, usually from 114 µM), inactives show top-dose activity change, negative = inhibition, actives largely listed as inhibitors; Lysine-specific demethylase 4A (Homo sapiens), O75164; hit rate 4.4% among 390,000; AlphaScreen JMJD2A-Tudor / H3K4me3 peptide binding; also: potency is read from the fitted curve at half-maximal effect; % is scaled to controls: 0 for no effect and ±100 for the full control effect; nearly all actives have a fitted effect of over 50% in size
ERG Ets-DNA blk: qHTS for Small Molecule Inhibitors of the ERG Ets/DNA interaction; Transcriptional regulator ERG (Homo sapiens), P11308; fluorescence polarization, His-ERG Ets domain / labelled DNA; Potency, µM (series often up to 76.9 µM), for the others: at the highest dose FP activity, negative = inhibition, usual class: inhibitors; hit rate 0.028% among 370,000; active = well fitted inhibition curve with a large enough effect in the polarisation, with a control signal flat; inconclusive = small, poorly fitted or top-dose-only effect, or effect the other way, or a change in a side signal; inactive = no such curve, though single readings can be large or run the other way; the % refers to the polarisation;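 also: polarization taken with two DNA probes labelled with fluorescein and Texas red; potency is read from the fitted curve at half-maximal effect; % of control where 0% means no effect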
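His-tagged ERG Ets domain (1 uM in the protein solution; 300mM KCl, 50mM Tris-HCl, 1mM EDTA, 1mM DTT, pH 7.5) received compound, then a probe mix of 5 nM fluorescein-DNA and 100nM Texas-615-DNA. Fluorescence polarization was read for both dyes.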
HP1b chromo inh: HTS for Inhibitors of HP1-beta Chromodomain Interactions with Methylated Histone Tails; AlphaScreen HP1-beta / biotin-H3K9me3 peptide binding; hit rate 0.56% among 390,000; Potency, µM (top dose mostly 114 µM), without a hit: at the top dose activity change, negative = inhibition, hits mostly inhibitors; Chromobox protein homolog 1 (Homo sapiens), P83916; AID 540317, 2011; also: potency is read from the fitted curve at half-maximal effect; nearly all actives have a fitted effect of over 70% in size; inactives centre near 23
Target sequence (P83916 whole entry, looked up): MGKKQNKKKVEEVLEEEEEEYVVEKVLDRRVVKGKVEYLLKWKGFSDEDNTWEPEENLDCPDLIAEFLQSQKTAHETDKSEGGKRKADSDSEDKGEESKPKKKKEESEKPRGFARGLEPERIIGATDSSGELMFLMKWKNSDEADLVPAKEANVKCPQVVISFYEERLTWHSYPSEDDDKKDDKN
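AlphaScreen: HP1-beta (50 nM) preformed 30 min with biotin-H3(1-18)K9me3 peptide (50 nM) in PBS pH 7.4, 0.01% Tween-20. Compound added for 30 min at RT, then streptavidin donor/nickel chelate acceptor beads (10 ug/mL) for 30 min.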
PI4K2A block: qHTS for small molecular inhibitors of PI4K2A; Phosphatidylinositol 4-kinase type 2-alpha (Homo sapiens), Q9BTU6; purified PI4K2A, ADP-Glo luminescence, 1 h; hits give low values; activity change, negative = inhibition, % at 76.9 µM; hit rate 0.13% among 420,000; AID 1346378, 2018; in the data active = activity change below about -50%; inconclusive = mostly about -30% to -49%;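 also: -100% = wells without enzyme as full effect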
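Compounds are screened against recombinant PI4K2A using PI as substrate and ATP, the latter dispensed at 300 microM. Reactions run one hour at ambient temperature before ADP-Glo detection; full inhibition defined by wells lacking enzyme.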
G9a inh: qHTS Assay for Inhibitors of Histone Lysine Methyltransferase G9a; Histone-lysine N-methyltransferase EHMT2 (Homo sapiens), Q96KQ7; G9a H3K9 monomethylation, AlphaScreen, 2 h; Potency, µM (series often up to 102 µM), for the others: at the highest dose activity, negative = inhibition, most hits filed as inhibitors; hit rate 8.8% among 350,000; AID 504332, 2011; also: potency is read from the fitted curve at half-maximal effect; % is scaled to controls: 0 for no effect and ±100 for the full control effect; nearly all actives have a fitted effect of over 75% in size
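Using a bead-based AlphaScreen, monomethylated H3K9 product from 2 h room-temperature reactions (G9a 20 nM, peptide 500 nM, SAM 20 uM) was detected with 0.5 ug/mL rabbit anti-H3K9me1 antibody.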
GLS inh: qHTS for Inhibitors of Glutaminase (GLS). hit rate 0.21% among 410,000. Potency, µM (doses to about 45.5 µM), inactives show at the highest dose activity change, negative = inhibition, most hits filed as inhibitors. GLS enzymatic activity, qHTS titration. AID 624170, 2012. Glutaminase kidney isoform, mitochondrial (Homo sapiens), O94925; also: potency is read from the fitted curve at half-maximal effect; % is scaled to controls: 0 for no effect and ±100 for the full control effect
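hKGA in 45 mM KH2PO4 pH 8.2, 0.02% Tween-20 with pin-transferred compounds; 1 mM L-glutamine (stock) plus glutamate oxidase/HRP/Amplex Red coupling added. Fluorescence read initially and after 30 min at RT.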
RGS4 inhibitor: Inhibitors of Regulator of G Protein Signaling (RGS) 4: qHTS; Transcreener GDP fluorescence polarization, RGS4-accelerated GTP hydrolysis; Potency, µM (doses to about 114 µM), inactives show at the top dose activity change, negative = inhibition, usual class: inhibitors; hit rate 0.039% among 390,000; Regulator of G-protein signaling 4 (Homo sapiens), P49798; also: potency is read from the fitted curve at half-maximal effect; % is scaled to controls: 0 for no effect and ±100 for the full control effect; nearly all actives have a fitted effect of over 75% in size; some results filed as inactive show a strong effect at the top dose
Target sequence (P49798 whole entry, looked up): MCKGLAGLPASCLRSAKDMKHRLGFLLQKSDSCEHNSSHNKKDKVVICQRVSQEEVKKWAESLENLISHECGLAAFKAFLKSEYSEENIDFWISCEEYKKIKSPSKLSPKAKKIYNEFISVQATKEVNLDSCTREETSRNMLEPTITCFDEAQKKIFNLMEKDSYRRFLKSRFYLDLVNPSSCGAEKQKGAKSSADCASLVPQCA
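MLSMR compounds (23 nl, pin-transferred) preincubated 10 min at room temperature with a 500nM (2x) first reagent, then RGS4 at 900nM (2x) plus Transcreener GDP mix added; fluorescence polarization (620/688 nm) read before and after 90 min at 30 °C.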
12-LOX inh: Primary qHTS assay for inhibitors of human arachidonate 12S-lipoxygenase (ALOX12): Round 2 | Polyunsaturated fatty acid lipoxygenase ALOX12 (Homo sapiens), P18054 | purified 12hLO, xylenol orange hydroperoxide absorbance | Potency, µM (doses to about 108 µM), without a hit: at the highest dose activity change, negative = inhibition, hits mostly inhibitors | hit rate 1.1% among 580,000 | AID 1671190, 2021; also: potency is read from the fitted curve at half-maximal effect; % is scaled to controls: 0 for no effect and ±100 for the full control effect
Target sequence (P18054 whole entry, looked up): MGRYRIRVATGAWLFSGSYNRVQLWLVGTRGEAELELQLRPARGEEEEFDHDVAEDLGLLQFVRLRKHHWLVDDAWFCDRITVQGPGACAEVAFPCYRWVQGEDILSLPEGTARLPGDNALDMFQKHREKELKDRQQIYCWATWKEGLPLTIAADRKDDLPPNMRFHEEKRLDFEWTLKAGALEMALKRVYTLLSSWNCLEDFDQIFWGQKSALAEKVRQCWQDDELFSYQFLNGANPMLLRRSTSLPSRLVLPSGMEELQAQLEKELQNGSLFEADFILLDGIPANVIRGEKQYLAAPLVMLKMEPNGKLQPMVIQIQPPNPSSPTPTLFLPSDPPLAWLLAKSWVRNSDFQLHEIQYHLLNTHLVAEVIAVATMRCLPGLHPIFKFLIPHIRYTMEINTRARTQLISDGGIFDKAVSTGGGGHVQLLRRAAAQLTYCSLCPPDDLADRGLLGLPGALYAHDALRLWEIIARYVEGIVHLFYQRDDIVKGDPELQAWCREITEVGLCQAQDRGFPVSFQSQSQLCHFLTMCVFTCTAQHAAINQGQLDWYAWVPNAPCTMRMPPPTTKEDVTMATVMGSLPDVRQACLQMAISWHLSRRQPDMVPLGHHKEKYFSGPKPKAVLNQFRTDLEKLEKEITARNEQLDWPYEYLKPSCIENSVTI
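Purified human 12hLO (150 nM final) in 25 mM Hepes, 0.01% Triton X-100, pH 7.0 was preincubated 15 min at room temperature with compound. Then 40 uM arachidonic acid was added, 30 min. Hydroperoxide was read by Fe-XO absorbance ratio 573/405 nm.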
BAZ2B inh: qHTS Assay for Inhibitors of BAZ2B | Potency, µM (series often up to 114 µM), for the others: at the top dose activity change, negative = inhibition, usual class: inhibitors | hit rate 4.4% among 360,000 | AlphaScreen BAZ2B-H3K14Ac peptide displacement | Bromodomain adjacent to zinc finger domain protein 2B (Homo sapiens), Q9UIF8 | AID 504333, 2011; also: potency is read from the fitted curve at half-maximal effect; % is scaled to controls: 0 for no effect and ±100 for the full control effect; nearly all actives have a fitted effect of over 60% in size
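Complex of BAZ2B and biotin-H3K14Ac (50 nM apiece) forms over 30 min at RT, then faces library compounds up to 110 uM for another 30 min; AlphaScreen beads added, 20 min dark incubation, luminescence read.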
Numbers without * were called inactive; ? = inconclusive; . = no result given; & = joins results of further samples; [ ] = remark or other dose. Unless noted, calls follow the shape of the dose curve; as a rule, active = well fitted curve in the direction sought with a large enough effect; inconclusive = small, poorly fitted or top-dose-only effect, or another doubt; inactive = no such curve, though single readings can be large; an effect the other way counts as inactive or inconclusive. Not all compounds are listed (hit frequency here may not be typical).

BAZ2B inh | PI4K2A block | ERG Ets-DNA blk | JMJD2A Tudor inh | RGS4 inhibitor | 12-LOX inh | HP1b chromo inh | G9a inh | GLS inh | Compound
4% | 2 | 4% | -23% | -1% | 9% | 7% | 24% | 2% | COC(Cn1c(C)c(C(C)=O)c(C(C)=O)c1C)OC
. | 7 | -27% | -22% | 23% | 5% | 16% | . | -3% | O=C1C=C(c2ccccc2)C(c2ccccc2)C1O (stereo unspecified)
-1% | -3 | -3% | -33% | -22% | -24% | 3% | 45µM* | 2% | O=C(CSc1nnc(-c2ccc(Cl)cc2)n1Cc1ccco1)Nc1ccc2c(c1)OCCO2
-1% | -3 | 2% | -21%[11.4 µM] | -54%[11.4 µM] | 0% | 76% | 15%[59 µM] | ? | Fc1ccccc1NC(=S)NCCc1ccccc1
-31% | -1 | -3% | 43%[activator] | ? | 0% | 90%[activator] | 10%[59 µM] | -4% | Cn1cc(/C=C/C(=O)c2ccccc2)c2ccccc21
1% | -2 | -3% | -18% | 21% | ? | 29% | 3%[0.501 µM] | -16% | CC(C)/C=C/CN1CCN(CCCc2ccccc2)C(CCO)C1 (stereo unspecified)
-15% | 224 | -4% | 3% | -18% | 0% | 37% | 19%[12.7 µM] | 5% | COc1ccc(NC(=O)CN2C(=O)CSC2=O)cc1
-5% | 11 | -4% | -9% | 21% | -13% | 37% | 19%[59 µM] | -3% | COC(=O)/C(=C1/Oc2ccc(C(C)(C)C)cc2S1)C(F)(F)F
16% | -1 | -5% | 24% | 1% | 5% | 46%[activator] | -4% | 0% | Cc1ccc2oc(=O)n(CCOc3ccccc3Cl)c2c1
-10% | -1 | -3% | 6% | 3% | -13% | 33% | 8% | 5% | O=C1C2C3C=CC(C4CC34)C2C(=O)N1Cc1ccccc1 (stereo unspecified)
-2% | -1 | 1% | 1% | -9% | 11% | 41%[activator] | 1%[12.7 µM] | 1% | Cc1ccc(S(=O)(=O)N2CCCC2)cc1C(=O)NCCOc1ccccc1
45µM* | 1 | 1% | 32µM* | -18% | 0% | -33% | 28µM* | ? | COc1cc(/C=N/N(c2ccccc2)c2ccccc2)ccc1O
-2% | -11 | -11% | -15% | 12% | 0%[57.4 µM] | 46% | 25% | 0% | COc1cccc(CN(CC(=O)NCC2CCCO2)C(=O)CCC(=O)Nc2cc(C)on2)c1 (stereo unspecified)
-4% | 0 | -13% | -2% | -3% | 1% | 22% | 0% | 1% | CN(Cc1nccs1)C(=O)C1CCC(=O)N(Cc2ccccc2F)C1 (stereo unspecified)
1% | -4 | -2% | -7% | -15% | -9% | 29% | -36%[59 µM] | 0% | CCCCOc1ccc(C(=O)NCc2cn3cccc(C)c3n2)cc1
-36% | -2 | 3% | -31% | 6% | -7% | 13% | 1%[2.33 µM] | 1% | Cc1ccc(S(=O)(=O)N2CCN(C(=O)CN3CCCSc4ccccc43)CC2)cc1

Compound profiles (already shown). Values in the order: BAZ2B inh	PI4K2A block	ERG Ets-DNA blk	JMJD2A Tudor inh	RGS4 inhibitor	12-LOX inh	HP1b chromo inh	G9a inh	GLS inh
COc1cc(/C=N/N(c2ccccc2)c2ccccc2)ccc1O reads 45µM*	1	1%	32µM*	-18%	0%	-33%	28µM*	?
CCCCOc1ccc(C(=O)NCc2cn3cccc(C)c3n2)cc1 reads 1%	-4	-2%	-7%	-15%	-9%	29%	-36%[59 µM]	0%
Cc1ccc(S(=O)(=O)N2CCCC2)cc1C(=O)NCCOc1ccccc1 reads -2%	-1	1%	1%	-9%	11%	41%[activator]	1%[12.7 µM]	1%
O=C1C2C3C=CC(C4CC34)C2C(=O)N1Cc1ccccc1 (stereo unspecified) reads -10%	-1	-3%	6%	3%	-13%	33%	8%	5%

Remaining list, next part:
BAZ2B inh | PI4K2A block | ERG Ets-DNA blk | JMJD2A Tudor inh | RGS4 inhibitor | 12-LOX inh | HP1b chromo inh | G9a inh | GLS inh | Compound
-31% | -2 | -25% | -23% | -29% | -13% | 30% | -3%[59 µM] | 2% | Cc1nc2ccccc2cc1C(=O)N/N=C/c1ccc([N+](=O)[O-])cc1
-19% | 2 | 3% | -19% | 22% | . | 17% | -8% | 28% | CC(=O)Nc1ccc(N2CCN(Cc3ccccc3)CC2)cc1
-32% | -1 | 1% | ? | 6% | ? | 8% | -15%[59 µM] | 5% | C=CCN(C)CC/C=C1\c2ccccc2CSc2ccccc21
7% | 7 | -2% | -3% | -16% | 389%[activator] | 36% | -10%[59 µM] | 0% | Cc1cc(NC(=O)Cn2cnc3c(cnn3C(C)(C)C)c2=O)no1
. | 8 | -6% | -12% | 11% | -3% | -4% | . | 15% | Cc1ccc(Oc2ccc(NS(=O)(=O)c3cccc(C(=O)O)c3)cc2)cc1
. | -1 | 4% | -17% | 9% | -9% | 45%[activator] | . | 1% | CCN(C(=O)COC(=O)c1cccc(S(=O)(=O)N(C)C)c1)c1c(N)n(Cc2ccccc2)c(=O)[nH]c1=O
-35% | -3 | -2% | -27% | 2% | -4% | 8% | 50µM* | -2% | O=c1[nH]c(=O)n(Cc2ccco2)c2c1C(C(F)(F)F)(C(F)(F)F)N=C(c1ccco1)N2
8% | 0 | 1% | -4% | 9% | -14%&1% | 36% | 1% | -5% | Cc1ccc(-c2n[nH]c(=O)c3ccccc23)cc1S(=O)(=O)NC(C)(C)C
-21% | 1 | 1% | 0% | 5% | -2% | 37%[activator] | 9% | 15% | CCOC(=O)C1=C(CS(=O)(=O)c2ccc(C)cc2)NC(=O)NC1c1cc(OC)c(O)c(OC)c1 (stereo unspecified)
9% | 5 | -3% | -3% | -7% | -3% | 18% | 9% | 14% | O=c1cc2c(nn1Cc1ccccc1)-c1ccccc1CC2
-2% | 1 | -3% | -9% | 16% | 13% | 18% | 26% | 2% | Cc1n[nH]c(C)c1CN(C)C(=O)C1CCC(=O)N(CCc2cccc(F)c2)C1 (stereo unspecified)
21% | 2 | -1% | ? | -9% | 0% | 21% | -5% | 3% | O=C1CNC(=S)N1C(CO)c1ccccc1 (stereo unspecified)
56µM* | -2 | 18% | 1% | 4% | ? | 29% | ? | 20% | Cc1cc(C)c(OCC(O)CN2CCN(c3ccccn3)CC2)c(C)c1 (stereo unspecified)
3% | 3 | 7% | -19% | 21% | 7% | 9% | 2%[59 µM] | -3% | CCOc1ccc2nc(N3CCCC(C(=O)Nc4c(C)cccc4C)C3)sc2c1 (stereo unspecified)
4% | -3 | 7% | -3% | -13% | -11% | 35% | 45µM* | 10% | COc1ccc(CCNC2CC(C)N(C)CC2C)cc1OC (stereo unspecified)
10% | -17 | -1% | -25% | 6% | 177%[activator] | 5% | -10% | -3% | O=C(c1ccco1)N1CCN(C(=O)c2oc(=O)c3ccccc3c2-c2ccccc2)CC1
12% | 0 | 2% | -2% | 1% | 6% | 21% | ? | 0% | O=C(NCCCN1CCOCC1)c1cc(Cl)ccc1Cl
-2% | -4 | -9% | -12% | 13% | -19% | 9% | -13%[59 µM] | 3% | CCOc1ccccc1NC(=O)COC(=O)c1cc(C(=O)OC)cc([N+](=O)[O-])c1
0% | -3 | -2% | -14% | 10% | 1% | 6% | 12%[59 µM] | 0% | CCOc1ccc2[nH]c3nc(SCC(=O)NC4CCCC4)nnc3c2c1
-4% | 8 | -15% | -7% | -25% | -5% | 36% | -6% | 9% | COc1ccc(/C=C\C(=O)CC(O)(c2ccccc2)C(F)(F)F)cc1 (stereo unspecified)
? | -4 | -5% | -12% | 5% | ? | ? | 40µM* | 7% | COc1ccccc1NS(=O)(=O)c1cc([N+](=O)[O-])ccc1N/N=C/c1sc(N2CCOCC2)nc1-c1ccccc1
-1% | -1 | . | -18% | 3% | -2% | 29% | 34%[activator][59 µM] | 4% | O=c1c2ccccc2c(C=Nc2ccc(S(=O)(=O)N3CCCCC3)cc2)c(O)n1-c1ccc(Cl)cn1
-28% | -28 | 2% | -15%[11.4 µM] | -33%[11.4 µM] | -8% | 18% | ? | 8% | O=C1/C(=C/c2ccncc2)CCC/C1=C\c1ccncc1
-18% | -10 | -10% | 2% | 10% | ? | -4% | ? | ? | COC(=O)c1cccc(NC(N)=S)c1
